Artemis inh – Artemis (human) endonuclease inhibition; 0.78% of 30,000 active; recombinant Artemis, quenched FAM hairpin cleavage fluorescence; Q96SD1; inhibition, % at 10 µM;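 active = at 10 µM dose, at least 30% inhibition, measured as corrected fluorescence normalized to stimulator and neutral control wells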
Target sequence (Q96SD1 whole entry, looked up): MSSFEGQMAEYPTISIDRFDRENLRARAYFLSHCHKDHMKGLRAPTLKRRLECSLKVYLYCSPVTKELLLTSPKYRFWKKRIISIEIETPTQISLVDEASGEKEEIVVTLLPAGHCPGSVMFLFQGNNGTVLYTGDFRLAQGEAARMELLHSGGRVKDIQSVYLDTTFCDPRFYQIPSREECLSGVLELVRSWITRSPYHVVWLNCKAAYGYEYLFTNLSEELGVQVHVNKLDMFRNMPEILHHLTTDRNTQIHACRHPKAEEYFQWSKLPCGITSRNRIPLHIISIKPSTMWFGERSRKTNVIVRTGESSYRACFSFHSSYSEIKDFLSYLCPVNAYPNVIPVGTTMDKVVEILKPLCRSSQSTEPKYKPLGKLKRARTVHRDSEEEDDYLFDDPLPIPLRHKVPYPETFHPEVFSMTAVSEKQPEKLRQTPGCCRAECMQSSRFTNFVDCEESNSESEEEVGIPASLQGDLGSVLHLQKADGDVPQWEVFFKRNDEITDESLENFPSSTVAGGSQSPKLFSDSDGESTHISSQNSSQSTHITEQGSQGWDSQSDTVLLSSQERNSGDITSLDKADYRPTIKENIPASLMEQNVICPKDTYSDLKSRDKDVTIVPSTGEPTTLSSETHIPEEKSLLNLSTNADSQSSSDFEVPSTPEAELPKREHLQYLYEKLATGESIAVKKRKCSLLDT
Active calls of the source: *. Only part of the results is shown (hit frequency here may not be typical).

Sample of the layout:
For O=c1cc(CSc2nnnn2-c2ccccc2)nc2scc(-c3ccccc3)n12 the results were Artemis inh 3.6.
For COC(=O)c1cc(OC)c(OC)cc1N=CC1=C(O)CC(C)(C)CC1=O the results were Artemis inh 0.1.
For Cc1cc(=O)oc(C)c1C(=O)N1CCN(Cc2ccc3c(c2)OCO3)CC1 the results were Artemis inh -0.9.
COc1cccc(CNC(=O)N[C@@H](CC(C)C)C(=O)O)c1 was read as Artemis inh 3.5.

The list itself, repeating the preview:
For O=c1cc(CSc2nnnn2-c2ccccc2)nc2scc(-c3ccccc3)n12 the results were Artemis inh 3.6.
For COC(=O)c1cc(OC)c(OC)cc1N=CC1=C(O)CC(C)(C)CC1=O the results were Artemis inh 0.1.
For Cc1cc(=O)oc(C)c1C(=O)N1CCN(Cc2ccc3c(c2)OCO3)CC1 the results were Artemis inh -0.9.
COc1cccc(CNC(=O)N[C@@H](CC(C)C)C(=O)O)c1 was read as Artemis inh 3.5.
For COc1ccc(OC)c(C2C(C(=O)c3cccs3)=C(O)C(=O)N2c2cc(C)on2)c1 (stereo unspecified) the results were Artemis inh 10.5.
`Clc1ncn(C23CC4CC(CC(C4)C2)C3)n1` gave Artemis inh -3.4.
CC(OC(=O)CCCc1nc2ccccc2s1)C(N)=O (stereo unspecified) was read as Artemis inh -5.5.
`CCCCCCC(=O)Nc1c2c(nc3ccccc13)N(C)CC2` gave Artemis inh 1.8.
CS(=O)(=O)N(CC(=O)Nc1ccc2c(c1)OCCO2)Cc1ccc(Cl)cc1 was read as Artemis inh 1.0.
Screening Cc1cccc(OCCSc2nc3c([nH]2)c(=N)ncn3Cc2ccccc2)c1 returned Artemis inh 7.5.
For C=CCNC(=O)c1ccc(Sc2ccccc2)c([N+](=O)[O-])c1 the results were Artemis inh -7.1.
`CCCCOc1cccc(C(=O)NNC(=S)NC2CCCCC2)c1` gave Artemis inh -2.1.
Screening O=C(NC(NC(=S)Nc1ccc(Cl)c(Cl)c1)C(Cl)(Cl)Cl)c1ccco1 (stereo unspecified) returned Artemis inh 4.2.
Screening Cc1cccc(NC(=S)NCc2ccccn2)c1 returned Artemis inh 3.3.
For Cc1cc(C)nc(SCCC(=O)Nc2ccccc2C)n1 the results were Artemis inh 5.5.

Fetched by compound from the entries so far:
`CCCCCCC(=O)Nc1c2c(nc3ccccc13)N(C)CC2` gave Artemis inh 1.8.
Screening Cc1cccc(OCCSc2nc3c([nH]2)c(=N)ncn3Cc2ccccc2)c1 returned Artemis inh 7.5.
CS(=O)(=O)N(CC(=O)Nc1ccc2c(c1)OCCO2)Cc1ccc(Cl)cc1 was read as Artemis inh 1.0.
Screening Cc1cccc(NC(=S)NCc2ccccn2)c1 returned Artemis inh 3.3.
`Clc1ncn(C23CC4CC(CC(C4)C2)C3)n1` gave Artemis inh -3.4.
For COC(=O)c1cc(OC)c(OC)cc1N=CC1=C(O)CC(C)(C)CC1=O the results were Artemis inh 0.1.

Carrying on.
Screening COc1ccc(CNC(=O)C(C)NC(=O)c2cc3ccccc3o2)cc1 (stereo unspecified) returned Artemis inh 3.4.
`O=C1c2ccccc2C(=O)N1C/C=C/c1ccccc1` gave Artemis inh 7.3.
CCOc1cccc(C(=O)Nc2nc(-c3ccc(S(=O)(=O)N4CCOCC4)cc3)cs2)c1 was read as Artemis inh 3.5.
For CCCn1c(SCc2ccccc2)nc2c1c(=O)[nH]c(=O)n2C the results were Artemis inh 3.3.
`CCOC(=O)C1=C(O)CSC1=Nc1ccccc1` gave Artemis inh -1.5.
For COC(=O)CS(=O)(=O)c1nnc([C@H](Cc2ccccc2)NC(=O)OC(C)(C)C)o1 the results were Artemis inh 8.9.
Screening CCOc1ccc(NC(=O)CC2C(=O)N(C)C(=S)N2Cc2ccc3c(c2)OCO3)cc1 (stereo unspecified) returned Artemis inh 3.9.
Screening CCOc1ccc(S(=O)(=O)N2CCCCC2)c2ccccc12 returned Artemis inh 1.7.
`COc1cc(/C=N\NC(=O)Cn2nnc3ccccc32)cc(OC)c1OC` gave Artemis inh 3.9.
O=C(CSc1ncnc2ccccc12)NCCCO was read as Artemis inh -9.7.
For CCOC(=O)C1=C(N)c2ccccc2CC1C(C)C (stereo unspecified) the results were Artemis inh -7.8.
Screening O=S(=O)(Nc1ccc2c3c(cccc13)CC2)c1ccc(F)cc1 returned Artemis inh 0.0.
OC1CN=C2C=CC=CN2C1 (stereo unspecified) was read as Artemis inh -4.0.
`O=C(C1COc2ccccc2O1)N1CCN(c2ccccc2)CC1` (stereo unspecified) gave Artemis inh -3.1.
For COc1ccc(C(=O)Nc2cccc(-c3nc4ncccc4o3)c2C)cc1OC the results were Artemis inh -3.0.
Screening COC(=O)CCSCc1cn2cc(Cl)ccc2n1 returned Artemis inh 15.6.
`COCCCNc1nc(-c2ccncc2)nc2ccccc12` gave Artemis inh -2.5.
For COc1ccccc1NC(=O)CSc1nnc(C)n1CC1CCCO1 (stereo unspecified) the results were Artemis inh 2.6.
For COc1cccc(CNC(=O)Nc2cccs2)c1 the results were Artemis inh 0.8.
Screening O=C1OC(c2ccc(Cl)cc2)=N/C1=C\c1cccnc1 returned Artemis inh -6.0.
`O=C(CSc1nc2ccccc2o1)NCc1ccco1` gave Artemis inh -4.7.
Cc1cccc(C(=O)NCCN2CCN(c3ccccc3)CC2)c1 was read as Artemis inh -0.7.
`COCCn1nnnc1C(c1ccc(OC)cc1)N1CCN(c2ccccc2F)CC1` (stereo unspecified) gave Artemis inh -3.9.
For C=CC(=O)Nc1ccc(Br)cc1 the results were Artemis inh -2.0.
Screening CC(C)CC(c1nnnn1CC1CCCO1)N1CCN(c2nc3ccccc3s2)CC1 (stereo unspecified) returned Artemis inh -2.7.
For FC(F)(F)c1nc2ccccc2nc1N/N=C/c1c(Cl)cccc1Cl the results were Artemis inh 4.7.
Screening CCCCCC(=O)N1CC2(C)CN(C(=O)CCCCC)CC(C)(C1)C2=O returned Artemis inh -12.0.
Screening COc1ccc(CCNC(=O)c2nc3ncccn3n2)cc1OC returned Artemis inh -3.0.
CC(=O)Nc1ccc(NC(=O)C2CCCN(c3nnc(-n4cccc4)s3)C2)cc1 (stereo unspecified) was read as Artemis inh 0.9.
For Cn1nc(C(F)(F)F)c(/C=N/OC(=O)c2ccccc2)c1Sc1ccc(Cl)cc1 the results were Artemis inh 1.0.
`CCCn1c(=O)c2c(c3ccccc31)OCC(=O)N2` gave Artemis inh -20.3.
COc1ccc(C(C)N2CC34C=CC(O3)C(C(=O)O)C4C2=O)cc1 (stereo unspecified) was read as Artemis inh -0.5.
`O=C(CN(CCc1ccccc1)C(=O)CNS(=O)(=O)c1ccc(F)cc1)NCc1ccco1` gave Artemis inh -0.2.
COc1ccc(CCNc2nc(-c3sc(N)nc3C)cs2)cc1OC was read as Artemis inh 13.0.
`FC(F)(F)c1cnc(Oc2ccccc2-c2nnc(-c3ccc(Cl)cc3)o2)c(Cl)c1` gave Artemis inh -9.1.
O=C(NCC1CCCO1)c1ccc(NC(=O)C2CCCCC2C(=O)O)cc1 (stereo unspecified) was read as Artemis inh 0.0.
For CC1CCN(CC(O)COC2CCC(C(C)(C)C)CC2)CC1 (stereo unspecified) the results were Artemis inh -1.4.
CCc1nnc(NC(=O)COC(=O)CN2C(=O)c3ccccc3C2=O)s1 was read as Artemis inh 1.3.
Screening O=S(=O)(NCc1cccnc1)c1ccc(Cl)c(Cl)c1 returned Artemis inh 1.5.
`CCN(Cc1ccccc1)C(=O)CCc1nc(-c2ccc(C)cc2)no1` gave Artemis inh 5.3.
Screening CC(=O)C1=C(O)C(=O)N(Cc2cccnc2)C1c1ccccc1Cl (stereo unspecified) returned Artemis inh -9.6.
For Cc1ccc(C(=O)Nc2ccc(Cl)cn2)cc1S(=O)(=O)N1CCOCC1 the results were Artemis inh 3.2.
`COc1ccc(-c2ccc(C#N)c(OC(=O)c3c(Cl)cccc3Cl)n2)cc1` gave Artemis inh -1.6.
Screening CCOc1cc(C#N)c(NC(=O)c2cccnc2)cc1OCC returned Artemis inh -1.3.
For Cn1cc(C(=O)c2ccc(Cl)cc2Cl)cc1C(=O)N/N=C(\N)COc1cccc(C(F)(F)F)c1 the results were Artemis inh 13.8.
For COc1cc(C(=O)Nc2cccc(-c3nc4ncccc4o3)c2C)cc(OC)c1OC the results were Artemis inh -5.4.
Screening CC(C)C(NC(=O)OCc1ccccc1)C(=O)OCC(=O)N1CCCCC1 (stereo unspecified) returned Artemis inh -1.5.
For FC(F)Oc1ccccc1C1CC(c2ccc(Br)s2)Nc2ncnn21 (stereo unspecified) the results were Artemis inh 6.3.
`CC1CN(c2ccc(Oc3ccccc3)cc2)c2nc3c(c(=O)[nH]c(=O)n3C)n2C1` (stereo unspecified) gave Artemis inh 1.9.
Screening NC(=O)C1CCN(C(=O)COc2ccc3ccccc3c2)CC1 returned Artemis inh -3.4.
Cc1nc(NC(=O)CN2CCOCC2)sc1-c1ccccc1 was read as Artemis inh 5.8.
O=c1cc(CSc2nnnn2-c2ccccc2)nc2nc[nH]n12 was read as Artemis inh 2.1.
CCN1CCN(C(=O)C(C)N(c2ccc(C)cc2)S(C)(=O)=O)CC1 (stereo unspecified) was read as Artemis inh 1.8.
Screening CN1C(=O)NC2(O)C(=O)c3ccccc3C12O (stereo unspecified) returned Artemis inh -2.1.
`CCOC(=O)c1[nH]c(C)c(C(=O)NC2CCCCCC2)c1C` gave Artemis inh -5.1.
For CCOC(=O)CSc1nnc(CSc2nc3ccccc3c(=O)[nH]2)n1-c1ccccc1 the results were Artemis inh 0.4.
`COc1ccc(Cl)c(Cn2c(NCCCO)nc3c2c(=O)n(C)c(=O)n3C)c1` gave Artemis inh 4.0.
For O=C(Nc1ccccc1N1CCN(c2ccc(F)cc2)CC1)c1ccccc1 the results were Artemis inh 12.6.
For Cc1cc(C)c2nc(C(F)(F)F)nc(N3CC(C)OC(C)C3)c2c1 (stereo unspecified) the results were Artemis inh -0.7.
Screening O=C(O)c1cccnc1-c1ncccc1C(=O)O returned Artemis inh -10.3.
Screening Nc1nc(-c2ccccc2)cn1N returned Artemis inh -8.3.
For O=C(NC1CCCCC1)C(c1ccccc1)N1CCOCC1 (stereo unspecified) the results were Artemis inh -6.0.
For OC(C#CCN1CCOCC1)(c1ccccc1)C1CCCCC1 (stereo unspecified) the results were Artemis inh -4.4.
For CN(C)CCNC=C(C(=O)Nc1ccc(Cl)cc1Cl)C(=O)Nc1ccc(Cl)cc1Cl the results were Artemis inh 3.8.
CCCOc1ccc(S(=O)(=O)NCCN2CCOCC2)c2ccccc12 was read as Artemis inh 8.8.
For Cc1nn(-c2ccccc2)c2c1C(=O)N(c1ccccc1)C(=O)C(C)(C)C2 the results were Artemis inh -6.7.
`CNC(=O)Nc1nnc(C(C)(C)C)s1` gave Artemis inh 1.1.
`Cc1ccc(Cl)cc1NC(=O)COC(=O)C1CCCC1` gave Artemis inh -9.2.
For COc1ccc(NC(=O)CSc2nnc(-c3cccnc3)n2Cc2ccco2)c(OC)c1 the results were Artemis inh -0.1.
Screening O=C(CSc1nnc(-c2ccco2)n1CC1CCCO1)c1ccc(F)cc1 (stereo unspecified) returned Artemis inh 6.2.
Screening COc1ccc(C(C(=O)NC2CCCC2)N(C(=O)c2ccco2)c2ccc3c(c2)OCO3)cc1OC (stereo unspecified) returned Artemis inh -4.1.
For O=C(/C=C/c1cc2c(cc1Br)OCO2)NCc1ccc(Cl)cc1 the results were Artemis inh -4.5.
For CCOC(=O)Nc1ccc2c(CN3C(=O)NC4(CCCC4)C3=O)cc(=O)oc2c1 the results were Artemis inh -8.1.
`Cc1ccccc1C(=O)c1cccn1CC(=O)N1CCCCCC1` gave Artemis inh -2.6.
Screening O=C(Cn1cccc1C(=O)c1ccccc1)NCCCN1CCOCC1 returned Artemis inh -1.6.

The last 3 records of the section before open the next one.
For CCOC(=O)Nc1ccc2c(CN3C(=O)NC4(CCCC4)C3=O)cc(=O)oc2c1 the results were Artemis inh -8.1.
`Cc1ccccc1C(=O)c1cccn1CC(=O)N1CCCCCC1` gave Artemis inh -2.6.
Screening O=C(Cn1cccc1C(=O)c1ccccc1)NCCCN1CCOCC1 returned Artemis inh -1.6.
Screening [N-]=[N+]=CC(=O)CC(c1ccccc1)N1C(=O)c2ccccc2C1=O (stereo unspecified) returned Artemis inh 5.3.
Screening Cc1ccc(/C(O)=C2/C(=O)C(=O)N(CCN3CCOCC3)C2c2ccccn2)cc1 (stereo unspecified) returned Artemis inh 9.1.
`COc1ccc(OC)c(C(c2nnnn2C2CCCC2)N2CCN(c3ccc(F)cc3)CC2)c1` (stereo unspecified) gave Artemis inh 12.5.
`CCn1ncc(CNC(=O)CCSc2nc(-c3ccco3)cc(C(F)(F)F)n2)c1C` gave Artemis inh -3.2.
CCOc1cc(-c2nc(-c3ccncc3)no2)cc(OCC)c1OCC was read as Artemis inh -4.2.
Screening O=C(Nc1ccccc1C(=O)N1CCOCC1)c1ccc(F)cc1 returned Artemis inh -8.0.
`O=C(CN1CCc2[nH]c3ccccc3c2C1)N1CCCCC1` gave Artemis inh 10.2.
`COc1ccc(-c2nc3n(c2Br)CCC3)cc1` gave Artemis inh -1.4.
`CCOC(=O)N1CCN(c2ccccc2O)CC1` gave Artemis inh -0.1.
For O=C(O)C1CC=CCC1C(=O)Nc1cccc(Cl)c1 (stereo unspecified) the results were Artemis inh -0.1.
COc1ccccc1N(Cc1cc2cccc(C)c2[nH]c1=O)C(=O)C(C)C was read as Artemis inh 20.0.
CCOC(=O)N1CCN(C2CC(=O)N(c3ccc(Cl)c(Cl)c3)C2=O)CC1 (stereo unspecified) was read as Artemis inh -4.5.

Assay outcomes (PubChem)
